KKLEB tox = cytotoxicity in KKLEB CF airway cells, primary screen, cytotoxicity control for CF NF-kB inhibitor project, cell-based, uHTS, fluorescence assay plates. KKLEB CF airway cells viability, ATPlite luminescence, overnight; stronger effect = lower value; cells stimulated with P. aeruginosa culture filtrate. activity change (cytotoxicity), % at 5 µM. 360,000 tested, 0.36% active. AID 602141, 2011;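 active means corrected activity change at or below -50% at 5 µM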
HIF-2a block = HIF-2a reporter inhibitors, primary screen, luminescence, 786-0 RCC cells; 786-0 RCC cells HIF-2a reporter, luciferase luminescence, overnight; inhibition, % at 18.8 µM; 360,000 tested, 0.72% active;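 active means inhibition of the luminescence signal of 40% or more relative to plate controls, in a single-dose primary screen at 18.75 µM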
NR2E3 ag-1 = inhibitors of NR2E3-RetCOR corepressor binding, primary screen, NR2E3 agonist project, biochemical, TR-FRET, GST-NR2E3, biotin-RetCOR | Photoreceptor-specific nuclear receptor (Homo sapiens), Q9Y5X4 | AID 2300, 2010 | inhibition of corepressor binding, % at 4.78 µM | 1536-well | 320,000 tested, 0.12% active;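 active means percent inhibition above the cutoff of mean plus 3 SD of all tested compounds, set per screening campaign, cut at about 20% in these data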;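 further: 0% = DMSO wells and 100% = biotin wells as full block of FRET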
Target sequence (Q9Y5X4 whole entry, looked up): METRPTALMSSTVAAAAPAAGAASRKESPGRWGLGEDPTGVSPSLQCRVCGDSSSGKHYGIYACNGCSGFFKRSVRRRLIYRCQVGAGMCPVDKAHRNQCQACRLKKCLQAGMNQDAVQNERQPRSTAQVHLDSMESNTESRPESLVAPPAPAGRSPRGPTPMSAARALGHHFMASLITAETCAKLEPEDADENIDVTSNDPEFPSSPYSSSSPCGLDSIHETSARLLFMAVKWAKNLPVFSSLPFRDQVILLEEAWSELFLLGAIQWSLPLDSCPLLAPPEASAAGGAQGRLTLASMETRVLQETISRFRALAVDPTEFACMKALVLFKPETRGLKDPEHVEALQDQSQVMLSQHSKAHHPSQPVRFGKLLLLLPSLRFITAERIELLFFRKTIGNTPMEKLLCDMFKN
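System: GST-NR2E3 and biotin-RetCOR proteins; probe or stimulus: 7 nM biotin-RetCOR; doses: compound at 4.8 µM, single dose; schedule: Compound–protein incubation for 5 h at 4 °C; detection: time-resolved FRET; read-out: percent inhibition; controls: biotin wells as high control, 0.6% DMSO wells as low control; format: 1536-well plates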
PDI inh = inhibitors of human PDI, primary screen, biochemical, turbidity, single point, plate reader | Protein disulfide-isomerase (Homo sapiens), P07237 | PDI insulin aggregation turbidity, A650, 90 min | inhibition, % at 10 µM | 350,000 tested, 0.052% active | AID 588391, 2011;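 active means mean inhibition across replicates of 30% or more, whatever share of single replicates reach that level; inconclusive means mean inhibition below 30% while every single replicate reaches 30%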;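 further: absorbance from insulin aggregation driven by PDI reduction with DTT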
Target sequence (P07237 whole entry, looked up): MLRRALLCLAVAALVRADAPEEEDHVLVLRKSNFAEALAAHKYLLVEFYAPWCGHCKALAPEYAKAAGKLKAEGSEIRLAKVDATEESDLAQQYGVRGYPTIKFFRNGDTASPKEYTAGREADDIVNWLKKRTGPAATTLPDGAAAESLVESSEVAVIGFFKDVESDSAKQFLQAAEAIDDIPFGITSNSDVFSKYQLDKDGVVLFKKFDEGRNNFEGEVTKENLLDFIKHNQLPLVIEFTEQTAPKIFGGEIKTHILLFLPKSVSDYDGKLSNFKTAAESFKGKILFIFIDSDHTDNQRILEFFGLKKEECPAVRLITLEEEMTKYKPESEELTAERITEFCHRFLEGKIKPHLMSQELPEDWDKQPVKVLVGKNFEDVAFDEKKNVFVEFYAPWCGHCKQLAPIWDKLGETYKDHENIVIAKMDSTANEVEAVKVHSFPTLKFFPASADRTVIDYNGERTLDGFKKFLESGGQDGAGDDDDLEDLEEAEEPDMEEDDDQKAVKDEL
Peg3 promoter = Peg3 promoter-driven luciferase inhibitors, primary screen, cell-based, HeLa, luciferase luminescence; HeLa PEG-Prom luciferase reporter, overnight; AID 588405, 2011; 360,000 tested, 1.7% active; inhibition, % at 20 µM;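 active means inhibition of at least 50% at 20 µM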
Vif imaging = HIV Vif self-association inhibitors, primary screen, imaging, HEK293T, single point; 340,000 tested, 0.35% active; HEK293T cells, Vif self-association by quenched fluorescence, 24 h; inhibition, % at 7.49 µM; in the data active means inhibition above about 50%, passing the limit was not always enough; inconclusive means no clear call, values can overlap the other calls; inactive means below about 31%; further: some results filed as inactive read as strong as hits
CaV13 FRET inh = Disruptors of the CACNA1D IQ motif to Ca2+-dependent inactivation inhibitor domain association, primary screening, Förster resonance energy transfer in intact living … | HEK cells, CFP/YFP FRET ICDI-IQ, plate reader, 10 min; percent FRET-ratio fall versus neutral wells | inhibition, % at 12.3 µM | 340,000 tested, 0.098% active;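 active means mean replicate inhibition of at least 30% and at least 1% of replicates passing that level; inconclusive means only one of the two criteria is met; inactive means neither criterion is met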;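 further: 0% = median of the neutral control wells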
NR2E3 ag-2 = NR2E3 agonists in two-hybrid cells, primary screen, cell-based, luminescence, CHO-S, Gal4-NCOR/VP16-NR2E3. 360,000 tested, 0.35% active. AID 602229, 2012. inhibition of corepressor binding, % at 3.98 µM. luciferase. Photoreceptor-specific nuclear receptor (Homo sapiens), Q9Y5X4;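 active means inhibition above the mean of all tested compounds plus 3 SD, cut at about 70% in these data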;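 further: 0% = DMSO with NR2E3 transfected cells and 100% = cells lacking NR2E3 construct; higher means lower luciferase signal from less NR2E3 corepressor binding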
CF NFkB block = inhibitors of PAF-induced NF-kB signaling, primary screen, cell-based, GFP fluorescence, uHTS | KKLEB NF-kB-GFP reporter, GFP fluorescence overnight | 360,000 tested, 0.86% active | inhibition, % at 5 µM;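 active means at least 50% inhibition at 5 µM, scaled per plate between neutral and stimulator controls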;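 further: PAF is a Pseudomonas aeruginosa culture filtrate used as stimulus; plate controls were PAF-stimulated DMSO wells for no effect and unstimulated DMSO wells for full effect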
TRPM1 prom inh = inhibitors of MITF-dependent TRPM1 promoter reporter, primary screen, cell-based, SK-MEL-5, single point, luciferase | SK-MEL-5 TRPM1 promoter luciferase, 24 h | inhibition, % at 12.5 µM | 330,000 tested, 0.83% active | AID 488899, 2010;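 active means mean inhibition across replicates of 60% or more, whatever share of single replicates reaches that level; inconclusive means some that reach 60%, reason not given; inactive means mean inhibition across replicates below 60%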; further: values of inactives mirror those of a sister screen read the other way
Shn3 3UTR inh = reduction of Shn3 3'UTR firefly luciferase signal, primary screen, Schnurri-3 inhibitor project, cell-based, Clone20 osteoblasts, set 2; Clone20 osteoblast Shn3 3'UTR firefly luciferase, 24 h; inhibition, % at 12.5 µM; 360,000 tested, 0.52% active; AID 588674, 2011;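 active means mean inhibition of at least 75% with every replicate also reaching 75%; inconclusive means mean inhibition at least 75% but some replicate below; inactive means mean inhibition below 75%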;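 further: 0% = median of neutral control wells and 100% = pilot-screen positive control compound; some compounds past the cut are filed as inactive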
* hit, by the source's call; ? = inconclusive; nt = not tested or not shown.

SMILES	KKLEB tox	HIF-2a block	NR2E3 ag-1	PDI inh	Peg3 promoter	Vif imaging	CaV13 FRET inh	NR2E3 ag-2	CF NFkB block	TRPM1 prom inh	Shn3 3UTR inh
COc1ccc(Oc2cccc(Cl)c2CNC(=O)c2ccccc2C(=O)O)cc1	-2	12	1	0	14	5	-5	-26	5	nt	13
CC(C)(C)c1ccc(C(=O)NCCC(=O)NCc2ccc(F)cc2)cc1	5	-4	nt	4	-7	nt	-11	5	-7	nt	8
CC(C)CN(CC(C)C)C(=O)c1cc(S(=O)(=O)N2CCCCC2)c[nH]1	-1	15	-1	5	-4	-8	-2	7	12	3	25
O=C(O)c1ccc(Cl)c(S(=O)(=O)Nc2ccc(OCc3ccccc3)cc2)c1	9	-122	2	14	-109	0	-8	-51	-4	-61	-7
N#CC1(Nc2cccc(Cl)c2)CCCC1	7	1	nt	-5	-4	-11	-4	-8	9	5	2
Cc1c([N+](=O)[O-])c(C/C=N/O)nn1C	-5	1	nt	3	-7	13	-21	-17	6	1	-20
O=C(NCc1ccc(F)cc1)c1cccc(S(=O)(=O)N2CCOCC2)c1	-1	20	2	4	6	10	-7	-6	-1	4	-2
Cc1ccc(C(=O)C=CC=Cc2ccccc2)cc1	2	-195	nt	7	-211	nt	-9	-64	-18	nt	-12
CCOc1ccccc1NC(=O)C1C2CCC3C(CCC21)C3(Cl)Cl (configuration not stated)	-16	10	2	-6	9	-5	-6	6	10	4	7
CN(C)CCCOC(=O)c1cc2ccccc2o1	7	5	2	-10	14	0	nt	-6	4	-5	8
CCOC(=O)c1sc(=S)n(-c2ccccc2)c1C	3	5	2	-2	5	-6	-21	-16	1	nt	1
CCOCCCN(C(=O)c1snc(C(N)=O)c1N)C(C(=O)NC1CCCC1)c1ccc(F)cc1 (configuration not stated)	-5	11	2	9	10	-4	-2	-17	9	11	-15
COCCn1c(=S)[nH]c2ncccc2c1=O	5	7	2	-7	1	20	-6	-10	5	3	-17
COc1ccccc1CNC(=O)C1CCCCN1S(=O)(=O)c1ccccc1 (configuration not stated)	5	12	2	-9	-4	-10	-4	-23	3	10	7
CCCCc1nnc(NC(=O)CSc2nc(O)c(-c3ccccc3)c(=O)[nH]2)s1	-7	2	3	3	-2	-3	-4	1	5	7	-14
CCCc1cc(=O)[nH]c(SCc2nc3ccccc3s2)n1	1	-2	0	0	17	2	-9	-22	2	4	-18
COC(=O)c1ccc(Cn2nnc3c(=O)[nH]c(C4CCCN(S(=O)(=O)c5ccc(C)cc5)C4)nc32)cc1 (configuration not stated)	-9	5	1	0	-1	-5	-4	-30	9	-1	4
O=C(NC1CCCCCC1)c1ccc(=O)n(Cc2ccccc2)n1	-38	9	7	-4	18	?	4	-17	15	-1	-14
COc1ccc(N(C(=O)c2cccnc2)S(=O)(=O)c2cc(OC)ccc2OC)cc1	-22	16	-1	0	22	-1	-5	-47	28	-3	-27
Cc1onc(-c2c(F)cccc2Cl)c1C(=O)N1CCCC1	5	23	nt	-12	-4	-1	nt	1	-3	-3	-4
O=C1c2c([N+](=O)[O-])cc([N+](=O)[O-])cc2S(=O)N1Cc1ccccc1 (configuration not stated)	4	10	1	-2	27	-2	-19	-1	-7	-2	9
CCCCn1nnc(NC(=O)c2ccc(-c3ccccc3)cc2)n1	6	-85	5	1	-89	0	-5	-2	-4	-37	-14
Cc1cnc(C(=O)OCC(=O)c2ccc(Cl)cc2)cn1	6	6	1	1	1	20	-11	2	-10	-2	6
Cc1cccc(C)c1NC(=S)N(Cc1cccs1)C1CCCC1	-2	15	-2	-2	15	-1	0	-12	11	-2	-23
COc1ccc(NC(=O)N2c3ccccc3CC2C)cc1OC (configuration not stated)	6	-45	-4	-3	-34	7	-6	-14	10	-6	2
O=C(OCc1cnc(Cl)s1)c1ccc(Cl)cc1	14	14	0	-6	1	-1	-4	-18	7	5	-9
CSc1cccc(NC(=O)NCc2cccc(CNC(=O)Nc3cccc(SC)c3)c2)c1	-3	2	-1	3	23	-1	4	3	-3	32	44
COC(=O)C[C@@H]1C[C@H]2c3cc(NC(=O)CC4CC4)ccc3O[C@H]2[C@@H](CO)O1	7	1	nt	3	9	-4	-3	-6	0	nt	4
Cc1nc(SCC(=O)Nc2c(C)n(C)n(-c3ccccc3)c2=O)c(C#N)c(C)c1C	-8	8	0	-11	21	9	-6	6	-8	14	-7
O=C(Nc1cc(S(=O)(=O)N2CCCCC2)ccc1Cl)C1COc2ccccc2O1 (configuration not stated)	-14	12	nt	-2	1	-9	-6	-19	24	15	33

An excerpt of these results, with bars between the fields:
Compound | KKLEB tox | HIF-2a block | NR2E3 ag-1 | PDI inh | Peg3 promoter | Vif imaging | CaV13 FRET inh | NR2E3 ag-2 | CF NFkB block | TRPM1 prom inh | Shn3 3UTR inh
Cc1c([N+](=O)[O-])c(C/C=N/O)nn1C | -5 | 1 | nt | 3 | -7 | 13 | -21 | -17 | 6 | 1 | -20
CCCc1cc(=O)[nH]c(SCc2nc3ccccc3s2)n1 | 1 | -2 | 0 | 0 | 17 | 2 | -9 | -22 | 2 | 4 | -18
CCCCn1nnc(NC(=O)c2ccc(-c3ccccc3)cc2)n1 | 6 | -85 | 5 | 1 | -89 | 0 | -5 | -2 | -4 | -37 | -14
CC(C)CN(CC(C)C)C(=O)c1cc(S(=O)(=O)N2CCCCC2)c[nH]1 | -1 | 15 | -1 | 5 | -4 | -8 | -2 | 7 | 12 | 3 | 25
O=C1c2c([N+](=O)[O-])cc([N+](=O)[O-])cc2S(=O)N1Cc1ccccc1 (configuration not stated) | 4 | 10 | 1 | -2 | 27 | -2 | -19 | -1 | -7 | -2 | 9
N#CC1(Nc2cccc(Cl)c2)CCCC1 | 7 | 1 | nt | -5 | -4 | -11 | -4 | -8 | 9 | 5 | 2
Cc1nc(SCC(=O)Nc2c(C)n(C)n(-c3ccccc3)c2=O)c(C#N)c(C)c1C | -8 | 8 | 0 | -11 | 21 | 9 | -6 | 6 | -8 | 14 | -7

Additional compounds follow.
SMILES	KKLEB tox	HIF-2a block	NR2E3 ag-1	PDI inh	Peg3 promoter	Vif imaging	CaV13 FRET inh	NR2E3 ag-2	CF NFkB block	TRPM1 prom inh	Shn3 3UTR inh
COc1ccc(CN2C(=NC(=O)CCc3ccccc3)SC3CS(=O)(=O)CC32)cc1 (configuration not stated)	11	9	1	-7	35	5	-8	-21	-10	1	22
Cc1ccc(S(=O)(=O)N2CCN(CC(=O)N/N=C\c3ccncc3)CC2)cc1	3	5	-2	2	-7	-17	-15	-35	17	-11	-5
Cc1oc(-c2ccccc2F)nc1CN1CCC(C(=O)NCc2ccco2)CC1	-16	0	3	1	11	-3	-6	-25	4	-1	12
S=c1[nH]nc(-c2ccncc2)n1/N=C/c1ccccc1	9	8	-1	0	12	-7	-5	-17	-5	2	-37
Cc1ccc(NC(=O)c2ccc3nccnc3c2)c(C)c1	4	-152	2	1	-191	-9	-3	-60	16	-93	-20
Cc1ccc(S(=O)(=O)N2C[C@@H](C)[C@]3(C2)[C@H](O)[C@H](OC(=O)NCc2ccccc2F)C[C@H]2C(=O)N(c4ccccc4)C(=O)[C@H]23)cc1	-8	-12	nt	1	6	0	-6	-32	32	nt	2
CCOC(=O)C1CCN(C(=O)c2ccccc2Oc2ccccc2)CC1	1	6	0	6	8	-16	-5	13	-17	2	-1
CN1C(=O)C(C(=O)NC(C)(C)C)C2c3ccccc3OC13CCCCC23 (configuration not stated)	9	2	-2	-2	21	-5	-5	1	-1	4	-4
Cc1oc2cc(OCc3cnn(-c4ccccc4)c3)ccc2c(=O)c1Oc1ccccc1F	-9	-10	-2	-3	11	-7	nt	-17	18	14	1
Cc1cc(CN(C)C(=O)CCc2nnc(Cc3cccc(C(F)(F)F)c3)o2)on1	-1	-224	1	-2	-130	1	-6	-51	10	-28	-67
C[C@@H]1CN([C@@H](C)CO)C(=O)c2cc(Br)cnc2O[C@H]1CN(C)C(=O)Nc1ccccc1	-12	2	nt	3	0	-12	-3	-31	-8	nt	-5
Cc1ccc(OC(C)C(=O)N(C)Cc2ccccc2)c([N+](=O)[O-])n1 (configuration not stated)	-16	10	-1	7	4	8	-6	-24	2	4	4
COc1ccccc1N1CCN(C(=O)CSc2nc3ccccc3nc2N2CCC(C)CC2)CC1	-6	-4	3	1	32	-4	-18	-5	23	12	32
COc1ccc(CN2CCN(Cc3ccc(C(F)(F)F)cc3)CC2)c(OC)c1	-18	10	1	6	12	-1	-2	-5	27	-5	3
Cc1cc(/C=c2\sc3nc4ccccc4n3c2=O)c(C)n1-c1ccc(C(=O)O)cc1	18	-185	nt	0	-155	-14	-4	-32	-37	3	-35
COC(=O)Cn1nnc(N2CCOCC2)n1	-3	7	-5	-4	11	1	-2	-12	10	3	2
C(=N\Nc1ccc2nncn2n1)/c1ccccn1	-8	8	0	8	30	6	-16	-12	2	4	31
O=C(COC(=O)Cn1nnc2ccccc21)NC1CCCC1	-5	3	-2	-10	0	-11	-3	-4	3	3	-13
O=C(COc1ccc(C(=S)N2CCOCC2)cc1Cl)Nc1ccccc1Cl	1	-80	3	0	-84	-2	-6	4	-9	-40	3

One compound at a time (already shown).
Cc1cc(/C=c2\sc3nc4ccccc4n3c2=O)c(C)n1-c1ccc(C(=O)O)cc1 in the list: KKLEB tox = 18; HIF-2a block = -185; NR2E3 ag-1 = nt; PDI inh = 0; Peg3 promoter = -155; Vif imaging = -14; CaV13 FRET inh = -4; NR2E3 ag-2 = -32; CF NFkB block = -37; TRPM1 prom inh = 3; Shn3 3UTR inh = -35
COc1ccc(CN2CCN(Cc3ccc(C(F)(F)F)cc3)CC2)c(OC)c1 in the list: KKLEB tox = -18; HIF-2a block = 10; NR2E3 ag-1 = 1; PDI inh = 6; Peg3 promoter = 12; Vif imaging = -1; CaV13 FRET inh = -2; NR2E3 ag-2 = -5; CF NFkB block = 27; TRPM1 prom inh = -5; Shn3 3UTR inh = 3
